# Screening results deposited in PubChem by National Center for Advancing Translational Sciences (NCATS).
# GLS inh: qHTS for Inhibitors of Glutaminase (GLS); Potency, µM (highest dose often 45.5 µM), for inactives: at the highest dose activity change, negative = inhibition, actives largely listed as inhibitors; hit rate 0.21% among 410,000; GLS enzymatic activity, qHTS titration; also: % is scaled to controls: 0 for no effect and ±100 for the full control effect
#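 Two-point fluorescence kinetic (t0, 30 min RT) for hKGA; glutamate detected via glutamate oxidase–HRP–Amplex Red. Substrate: 1 mM L-glutamine solution; buffer 45 mM KH2PO4, pH 8.2.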
# ALOX12 inh: Primary qHTS assay for inhibitors of human arachidonate 12S-lipoxygenase (ALOX12): Round 2 | hit rate 1.1% among 580,000 | purified 12hLO, xylenol orange hydroperoxide absorbance | Potency, µM (series often up to 108 µM), without a hit: top-dose activity change, negative = inhibition, most hits filed as inhibitors; also: % is scaled to controls: 0 for no effect and ±100 for the full control effect
# Target sequence (P18054 whole entry, looked up): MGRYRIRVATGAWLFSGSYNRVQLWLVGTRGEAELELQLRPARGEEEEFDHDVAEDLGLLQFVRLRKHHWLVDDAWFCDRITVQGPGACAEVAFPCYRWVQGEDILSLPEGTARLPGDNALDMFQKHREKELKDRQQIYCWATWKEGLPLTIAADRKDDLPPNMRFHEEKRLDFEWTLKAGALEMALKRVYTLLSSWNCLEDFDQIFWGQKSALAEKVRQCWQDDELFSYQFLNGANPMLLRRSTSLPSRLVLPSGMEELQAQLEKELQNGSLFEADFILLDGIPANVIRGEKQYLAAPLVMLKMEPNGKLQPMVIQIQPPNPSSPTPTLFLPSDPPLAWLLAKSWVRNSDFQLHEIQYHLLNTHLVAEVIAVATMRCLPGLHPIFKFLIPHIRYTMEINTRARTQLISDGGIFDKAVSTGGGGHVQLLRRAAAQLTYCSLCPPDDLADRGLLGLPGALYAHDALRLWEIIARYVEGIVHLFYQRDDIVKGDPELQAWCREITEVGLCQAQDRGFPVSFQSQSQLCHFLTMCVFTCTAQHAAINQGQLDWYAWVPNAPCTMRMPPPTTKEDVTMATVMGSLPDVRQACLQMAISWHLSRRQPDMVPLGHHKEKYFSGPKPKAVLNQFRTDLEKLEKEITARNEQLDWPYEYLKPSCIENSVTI
#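 Purified human 12hLO at 150 nM in 25 mM Hepes, 0.01% Triton X-100, pH 7.0, preincubated 15 min at room temperature with compound. Reaction started with 40 uM arachidonic acid, 30 min at room temperature. Hydroperoxide measured by Fe-xylenol orange, 573/405 nm absorbance ratio.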
# PGK inhibitor: qHTS Assay to Find Inhibitors of Phosphoglycerate Kinase | Phosphoglycerate kinase, glycosomal (Trypanosoma brucei brucei), P07378 | PGK/GAPDH coupled, Kinase-Glo luminescence, 60 min | Potency, µM (highest dose often 57.5 µM), without a hit: at the highest dose activity change, negative = inhibition, usual class: inhibitors | hit rate 0.043% among 380,000 | AID 602233, 2012; also: % is scaled to controls: 0 for no effect and ±100 for the full control effect; nearly all actives have a fitted effect of over 60% in size
#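 Luminescent ATP detection (Kinase-Glo Plus) follows a 60-minute room-temperature incubation, with wells lacking PGK as controls. Buffer: 100 mM TEA (pH 7.6), 5 mM MgCl2, 0.01% Tween-20. Coupling enzyme GAPDH (100 nM final) supplies unstable 1,3-BPG in-well.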
# RGS4 inh: Inhibitors of Regulator of G Protein Signaling (RGS) 4: qHTS; Regulator of G-protein signaling 4 (Homo sapiens), P49798; hit rate 0.039% among 390,000; AID 504845, 2011; Transcreener GDP fluorescence polarization, RGS4-accelerated GTP hydrolysis; Potency, µM (titrated, usually from 114 µM), for the others: at the top dose activity change, negative = inhibition, most hits filed as inhibitors; also: % is scaled to controls: 0 for no effect and ±100 for the full control effect; nearly all actives have a fitted effect of over 75% in size; some results filed as inactive show a strong effect at the top dose
# Target sequence (P49798 whole entry, looked up): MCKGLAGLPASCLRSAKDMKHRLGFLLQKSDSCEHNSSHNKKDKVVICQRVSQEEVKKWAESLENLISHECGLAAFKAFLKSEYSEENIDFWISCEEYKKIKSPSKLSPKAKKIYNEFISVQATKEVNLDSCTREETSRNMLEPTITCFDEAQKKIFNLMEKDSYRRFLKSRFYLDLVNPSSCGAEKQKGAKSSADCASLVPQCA
#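 MLSMR compounds (23 nl, pin-transferred) preincubated 10 min at room temperature with a 500nM (2x) first reagent, then RGS4 at 900nM (2x) plus Transcreener GDP mix added; fluorescence polarization (620/688 nm) read before and after 90 min at 30 °C.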
# ERG Ets-DNA blk: qHTS for Small Molecule Inhibitors of the ERG Ets/DNA interaction; Transcriptional regulator ERG (Homo sapiens), P11308; fluorescence polarization, His-ERG Ets domain / labelled DNA; Potency, µM (top dose mostly 76.9 µM), for inactives: at the highest dose FP activity, negative = inhibition, actives largely listed as inhibitors; hit rate 0.028% among 370,000; AID 624246, 2012; active = well fitted inhibition curve with a large enough effect in the polarisation, with a control signal flat; inconclusive = small, poorly fitted or top-dose-only effect, or effect the other way, or a change in a side signal; inactive = no such curve, though single readings can be large or run the other way; the % refers to the polarisation;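 also: polarization taken with two DNA probes labelled with fluorescein and Texas red; % of control where 0% means no effect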
#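 His-tagged ERG Ets domain (1 uM in the protein solution; 300mM KCl, 50mM Tris-HCl, 1mM EDTA, 1mM DTT, pH 7.5) received compound, then a probe mix of 5 nM fluorescein-DNA and 100nM Texas-615-DNA. Fluorescence polarization was read for both dyes.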
# HP1b binding inh: HTS for Inhibitors of HP1-beta Chromodomain Interactions with Methylated Histone Tails | Chromobox protein homolog 1 (Homo sapiens), P83916 | AlphaScreen HP1-beta / biotin-H3K9me3 peptide binding | Potency, µM (series often up to 114 µM), for inactives: at the top dose activity change, negative = inhibition, most hits filed as inhibitors | hit rate 0.56% among 390,000; also: nearly all actives have a fitted effect of over 70% in size; inactives centre near 23
#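 Compound inhibition of the preformed complex between 50 nM HP1-beta and 50 nM biotinylated H3K9me3 peptide was read by AlphaScreen. Buffer was PBS pH 7.4 with 0.01% Tween-20. Incubations ran 30 min at room temperature, with 10 ug/mL donor/acceptor beads.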
# rTrxR1 inhibitor: qHTS Assay for Inhibitors of Mammalian Selenoprotein Thioredoxin Reductase 1 (TrxR1): qHTS. Thioredoxin reductase 1, cytoplasmic (Rattus norvegicus), O89049. recombinant rTrxR1, NADPH fluorescence consumption, selenite substrate. AID 588453, 2011. Potency, µM (titrated, usually from 114 µM), without a hit: top-dose activity change, negative = inhibition, usual class: inhibitors. hit rate 1% among 390,000; also: % is scaled to controls: 0 for no effect and ±100 for the full control effect; nearly all actives have a fitted effect of over 65% in size
#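 Rat TrxR1 (90 nM in the dispensed reagent) was pre-reduced with 400 uM NADPH for 5 min at room temperature, then incubated with compound for 15 min. After 400 uM selenite was added, NADPH fluorescence (Ex 340/Em 450 nm) was followed for 8 min.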
# Pin1 inh: qHTS Assay to Find Inhibitors of Pin1; Peptidyl-prolyl cis-trans isomerase NIMA-interacting 1 (Homo sapiens), Q13526; Pin1 FP peptide displacement, HiFluor488, 10 min; Potency, µM (doses to about 115 µM), without a hit: at the top dose activity, negative = inhibition, hits mostly inhibitors; hit rate 0.009% among 390,000; active = well fitted inhibition curve with a large enough effect in the polarisation, with a control signal flat, not every such curve was filed as active; inconclusive = small, poorly fitted or top-dose-only effect, or effect the other way, or a change in a side signal; inactive = no such curve, though single readings can be large or run the other way; the % refers to the polarisation; also: % is scaled to controls: 0 for no effect and ±100 for the full control effect
# JMJD2A Tudor inh: qHTS Assay for Inhibitors of JMJD2A-Tudor Domain; Lysine-specific demethylase 4A (Homo sapiens), O75164; AlphaScreen JMJD2A-Tudor / H3K4me3 peptide binding; Potency, µM (doses to about 114 µM), for inactives: at the top dose activity change, negative = inhibition, usual class: inhibitors; hit rate 4.4% among 390,000; also: % is scaled to controls: 0 for no effect and ±100 for the full control effect; nearly all actives have a fitted effect of over 50% in size
# The depositor's hits bear a star; i = inactive; ? = inconclusive; / = no result given; & = joins results of further samples; [ ] = remark or other dose. Unless noted, calls follow the shape of the dose curve; as a rule, active = well fitted curve in the direction sought with a large enough effect; inconclusive = small, poorly fitted or top-dose-only effect, or another doubt; inactive = no such curve, though single readings can be large; an effect the other way counts as inactive or inconclusive. Potency is read from the fitted curve at half-maximal effect. Some of the compounds tested, so the mix of outcomes need not match the whole.
SMILES | GLS inh | ALOX12 inh | PGK inhibitor | RGS4 inh | ERG Ets-DNA blk | HP1b binding inh | rTrxR1 inhibitor | Pin1 inh | JMJD2A Tudor inh
O=C(Nc1ccc2c(c1)CCCN2C(=O)c1cccs1)c1ccc(F)c(F)c1 | 1% | 1% | -5% | 4% | -2% | 36% | 6%[57.1 µM] | 1% | -5%
COc1ccccc1N1CCN(C(=O)C(NS(=O)(=O)c2cccs2)c2ccccc2)CC1 (configuration not stated) | 4% | 7% | 9% | 22% | -1% | -15% | 22% | 42%[activator] | -27%
O=C(CCN1CCN(c2ccccc2)CC1)N/N=C/c1ccc(O)c(O)c1O | ? | ? | -22% | ? | 3% | 28µM* | -11% | / | 40µM*
COc1ccc(CNC(=O)c2cc(-c3cccc(Cl)c3)on2)cc1 | -18% | -20% | -11% | 3% | -1% | 36%[activator] | 4% | 14% | -1%
OCCC1CN(C/C(Cl)=C/c2ccccc2)CCN1C1CCCC1 (configuration not stated) | -10% | -12% | -1% | 26% | 2% | 12% | 15%[57.1 µM] | 1% | -6%
N#Cc1nnn(-c2cc(Cl)cc(Cl)c2)c1N | -7% | 11% | 10% | -7% | -3% | 40%[activator] | 11% | 3% | 1%
COc1cccc(C(=O)NNC(=O)C(=O)Nc2ccc(C)cc2)c1 | 12% | 17% | i | -3% | 2% | 37% | 26% | ? | -19%
COc1c(C(=O)NNC(=O)c2ccccc2Cl)csc1Br | 11% | -8% | -3% | 7% | -1% | 9% | 4%[57.1 µM] | 2% | -18%
CCOC(=O)c1c(NC(=O)CCN2CCOCC2)sc2c1CC(C)(C)OC2 | 11% | 2%&-17% | 1% | 13% | -1% | 5% | -13% | 0% | -13%
CC(=O)Nc1ccccc1-c1nnn(CC(=O)Nc2ccc3c(c2)OCCO3)n1 | 8% | -41% | 9% | -16% | 2% | 20% | 7%[11.4 µM] | -12% | -17%
O=C(Cc1c(O)c2ccccc2[nH]c1=O)NC1CCCCCC1 | 12% | 0% | -8% | 16% | -1% | 17% | 22% | -5% | -17%
Cc1cccc(CC2(O)C(=O)Nc3ccccc32)n1 (configuration not stated) | 2% | 15% | -3% | -4% | -2% | 23% | 7%[11.4 µM] | -8% | -9%
CC(C)OC(=O)c1ccc(COC(=O)CNC(=O)c2ccco2)cc1 | 4% | -3% | -9% | 21% | -2% | -6% | 21% | 2% | -20%
COc1ccc(C(=O)Nc2ccc3c(c2)nc(CCNC(C)=O)n3C)cc1 | -2% | 7% | 1% | 12% | 6% | 12% | 8% | 2% | -10%
O=C(Nc1ccccc1Cl)Nc1cccc2cccnc12 | -5% | 1% | i | 2% | 5% | 14% | 39%[activator] | -11% | -9%
Cc1ccc(C(=O)N/C(=C\c2ccc(-c3ccccc3[N+](=O)[O-])o2)C(=O)NCCCN2CCOCC2)cc1 | 12% | -28% | -1% | 12%[11.4 µM] | 6% | 0% | 40µM* | -16% | ?
O=C(CSc1nnc(CNc2ccc(F)cc2)n1Cc1ccco1)N1CCOCC1 | 19% | 0% | 7% | -6%[56.9 µM] | -7% | 54%[activator] | -4% | 2% | -8%[57.1 µM]
COc1ccc(CC(=O)NCc2nnc(SCc3ccc(C)cc3)n2C)cc1 | 1% | 1% | 4% | -11% | 0% | 18% | 27% | 4% | -20%
CCC(CC)C(=O)Nc1nc2c(s1)CC(C)CC2 (configuration not stated) | -11% | ? | 0% | 9% | 1% | 44%[activator] | 25% | -2% | -20%
COc1ccc(C2/C=C\CN(C(=O)c3ccccc3)C(Cc3ccccc3)C(=O)N2Cc2ccc(F)cc2)cc1 (configuration not stated) | / | / | / | 11% | / | 6% | 19% | 7% | -21%
CCOC(=O)C1CCN(Cc2nc3ccc(Cl)cc3n2CCO)CC1 | -3% | ? | -3% | 8% | -11% | 14µM* | 11%[57.1 µM] | -4% | 1.1µM*
COc1ccccc1NC(=O)c1cc(S(=O)(=O)N2CCCC2)cn1C | 1% | 24% | -9% | 18% | -4% | 19% | 8%[57.1 µM] | -14% | -11%
S=C(NC1CCCCC1)N1CCn2cccc2C1c1cccnc1 (configuration not stated) | 8% | 8% | -5% | -7% | ? | -27% | 12%[57.1 µM] | 3% | -36%
CC(C)n1cc(CN2CCC(Oc3ccc(C(=O)N4CCCCC4)cc3)CC2)cn1 | 5% | -12% | -2% | 10% | -1% | 3% | 4% | -3% | -12%

# A portion from further up, for reference:
SMILES | GLS inh | ALOX12 inh | PGK inhibitor | RGS4 inh | ERG Ets-DNA blk | HP1b binding inh | rTrxR1 inhibitor | Pin1 inh | JMJD2A Tudor inh
O=C(Nc1ccc2c(c1)CCCN2C(=O)c1cccs1)c1ccc(F)c(F)c1 | 1% | 1% | -5% | 4% | -2% | 36% | 6%[57.1 µM] | 1% | -5%
COc1ccccc1N1CCN(C(=O)C(NS(=O)(=O)c2cccs2)c2ccccc2)CC1 (configuration not stated) | 4% | 7% | 9% | 22% | -1% | -15% | 22% | 42%[activator] | -27%

# Reformatted: results already given
GLS inh | ALOX12 inh | PGK inhibitor | RGS4 inh | ERG Ets-DNA blk | HP1b binding inh | rTrxR1 inhibitor | Pin1 inh | JMJD2A Tudor inh | compound
2% | 15% | -3% | -4% | -2% | 23% | 7%[11.4 µM] | -8% | -9% | Cc1cccc(CC2(O)C(=O)Nc3ccccc32)n1 (configuration not stated)
4% | -3% | -9% | 21% | -2% | -6% | 21% | 2% | -20% | CC(C)OC(=O)c1ccc(COC(=O)CNC(=O)c2ccco2)cc1
-2% | 7% | 1% | 12% | 6% | 12% | 8% | 2% | -10% | COc1ccc(C(=O)Nc2ccc3c(c2)nc(CCNC(C)=O)n3C)cc1
-5% | 1% | i | 2% | 5% | 14% | 39%[activator] | -11% | -9% | O=C(Nc1ccccc1Cl)Nc1cccc2cccnc12
12% | -28% | -1% | 12%[11.4 µM] | 6% | 0% | 40µM* | -16% | ? | Cc1ccc(C(=O)N/C(=C\c2ccc(-c3ccccc3[N+](=O)[O-])o2)C(=O)NCCCN2CCOCC2)cc1
19% | 0% | 7% | -6%[56.9 µM] | -7% | 54%[activator] | -4% | 2% | -8%[57.1 µM] | O=C(CSc1nnc(CNc2ccc(F)cc2)n1Cc1ccco1)N1CCOCC1
1% | 1% | 4% | -11% | 0% | 18% | 27% | 4% | -20% | COc1ccc(CC(=O)NCc2nnc(SCc3ccc(C)cc3)n2C)cc1
-11% | ? | 0% | 9% | 1% | 44%[activator] | 25% | -2% | -20% | CCC(CC)C(=O)Nc1nc2c(s1)CC(C)CC2 (configuration not stated)
/ | / | / | 11% | / | 6% | 19% | 7% | -21% | COc1ccc(C2/C=C\CN(C(=O)c3ccccc3)C(Cc3ccccc3)C(=O)N2Cc2ccc(F)cc2)cc1 (configuration not stated)
-3% | ? | -3% | 8% | -11% | 14µM* | 11%[57.1 µM] | -4% | 1.1µM* | CCOC(=O)C1CCN(Cc2nc3ccc(Cl)cc3n2CCO)CC1
1% | 24% | -9% | 18% | -4% | 19% | 8%[57.1 µM] | -14% | -11% | COc1ccccc1NC(=O)c1cc(S(=O)(=O)N2CCCC2)cn1C
8% | 8% | -5% | -7% | ? | -27% | 12%[57.1 µM] | 3% | -36% | S=C(NC1CCCCC1)N1CCn2cccc2C1c1cccnc1 (configuration not stated)
5% | -12% | -2% | 10% | -1% | 3% | 4% | -3% | -12% | CC(C)n1cc(CN2CCC(Oc3ccc(C(=O)N4CCCCC4)cc3)CC2)cn1
